Nrf2 block = Nrf2 pathway inhibition; A549 ARE-Fluc reporter, luciferase luminescence, 18-24 h; Potency, µM (titrated, usually from 46 µM), for the others: top-dose activity change, negative = inhibition, usual class: inhibitors; 2.1% of 360,000 active; AID 504444; note: potency is the fitted concentration of half-maximal effect; % is set by controls: 0 for no effect and ±100 for the full control effect; nearly all actives have a fitted effect of over 60% in size
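Reporter: ARE-Fluc in A549. Exposure: 18-24 h, 37 °C, 5% CO2, 5% FBS OPTI-MEM. Readouts: fluorescent cytotoxicity (CellTiter-Fluor), then luminescent Nrf2 signal after BugLite.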
Akt phos inh = Akt phosphorylation inhibition. Neuro2A IGF-stimulated pAkt S473 HTRF, 20 min; stronger effect = lower value. activity change, % for hits at 50 µM. 0.32% of 360,000 active. AID 651550; in the data active = activity change below about -80%; inconclusive = mostly about -51% to -80%; note: % is set by controls: 0 for no effect and ±100 for the full control effect
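Neuro2A cells in DMEM with 0.5% FBS, overnight at 37 deg C, given compound at single 50 µM final, then IGF (6 nM final) for 20 min at 37 deg C. Lysed; phospho-Akt Ser473 by HTRF after 24 h, 665/615 ratio.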
A549 tox = kills or reduces viability of A549 cells in Nrf2 counter-screen; 0.16% of 390,000 active; A549 ARE-Fluc cells, CellTiter-Fluor viability, 18-24 h; Potency, µM (titrated, usually from 46 µM), inactives show at the highest dose activity change, negative = cytotoxicity, actives largely listed as inhibitors; note: potency is the fitted concentration of half-maximal effect; % is set by controls: 0 for no effect and ±100 for the full control effect
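Cytotoxicity counterscreen: CellTiter-Fluor fluorescence was measured in A549 ARE_Fluc cells after 18-24 h of compound exposure in a concentration series. The subsequent BugLite luminescent read reports ARE-luciferase activity.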
CCT modulator = changes cytosolic chaperonin activity; purified chaperonin ATPase assay, HTRF ADP detection, 30 min; activity change, % (no concentration beside the values), hits read low; 0.3% of 360,000 active; in the data active = activity change below about -30%; note: % is set by controls: 0 for no effect and ±100 for the full control effect
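TRiC at 40 or 20 nM final (batch-dependent) in 30 mM Tris pH 7.4, 100 mM KCl, 5 mM MgCl2, 1 mM DTT, with compound at single 76 uM and 10 uM ATP, 30 min at 37 deg C. ADP detected by HTRF Transcreener, 665/615 ratio.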
Abeta rescue = restores growth of yeast expressing A-beta42 peptide | yeast expressing A-beta42, growth rescue, OD600, 48 h; response scale: 0% DMSO, 100% iron-clioquinol control | Potency, µM (series often up to 46.1 µM), for the others: at the top dose growth rescue, usual class: activators | 0.063% of 410,000 active | AID 1347071; note: potency is the fitted concentration of half-maximal effect; nearly all actives have a fitted effect of over 55% in size
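Yeast growth medium received pinned compounds, then yeast cells expressing toxic A-beta were added; plates incubated at 30 C for 48 hr. Growth read as absorbance at 600 nm, normalized to DMSO and equimolar FeCl3 plus clioquinol controls.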
Mm-Cpn inhibitor = inhibitors of Methanococcus maripaludis chaperonin (MmCpn); purified Mm-Cpn ATPase, ADP Transcreener TR-FRET; Potency, µM (highest dose often 76.9 µM), for the others: at the top dose activity, negative = inhibition, actives largely listed as inhibitors; 0.031% of 330,000 active; note: potency is the fitted concentration of half-maximal effect; % is set by controls: 0 for no effect and ±100 for the full control effect; nearly all actives have a fitted effect of over 80% in size
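Inhibition of chaperonin ATP hydrolysis is measured as reduced ADP production, detected by competitive TR-FRET in which signal falls with ADP. Final enzyme 25 nM and ATP 10 uM, reacted 30 min at 37°C.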
TGFb SMAD3 inh = TGF-b pathway inhibition; HepG2 CAGA-GFP TGF-b/SMAD3 reporter, GFP fluorescence, 18 h; TGF-beta stimulated, 500 pg/mL final; Potency, µM (highest dose often 46.1 µM), inactives show at the highest dose activity, negative = inhibition, actives largely listed as inhibitors; 1.2% of 410,000 active; AID 588855; note: potency is the fitted concentration of half-maximal effect; % is set by controls: 0 for no effect and ±100 for the full control effect; nearly all actives have a fitted effect of over 65% in size
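Read-out: total well GFP (ex488/em500-530) summed from mean per-cell fluorescence. Cells: HEPG2 CAGA-GFP, 1% FBS DMEM, 18 h at 37 degrees C with 500 pg/mL final TGF-beta. Unstimulated wells served as the full-inhibition control; stimulated DMSO wells = 0%.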
HepG2 tox = kills HepG2 cells in TGF-b inhibitor counter-screen | HepG2 CAGA-GFP viability, ATP luminescence, 18 h | Potency, µM (highest dose often 46.1 µM), inactives show at the highest dose activity change, negative = cytotoxicity, hits mostly cytotoxic | 0.76% of 410,000 active; note: potency is the fitted concentration of half-maximal effect; some results filed as inactive show a strong effect at the top dose
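CellTiter-Glo luminescence gave cytotoxicity after 18 hours at 37 degrees C. The cells were HepG2 CAGA-GFP in 1% FBS DMEM, stimulated with 500 pg/mL TGF-beta after compound addition. %Activity was normalised to no-cell wells (complete cell-killing) and DMSO (no toxicity), and curves were fitted and classified.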
Nrf2 activator = Nrf2 pathway activation; AREc32 ARE-luciferase reporter (MCF7-derived line), luminescence, 24 h; Potency, µM (doses to about 46.1 µM), without a hit: top-dose activation, most hits filed as activators; 0.31% of 410,000 active; AID 624171; note: potency is the fitted concentration of half-maximal effect; % of control where 0% means no effect; nearly all actives have a fitted effect of over 65% in size
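Nrf2 activation is followed as ARE-luciferase induction in the AREc32 line after one day of compound treatment; luminescence is read with Steady-Glo.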
Starred values were filed as active, the others as inactive; i = inactive; ? = inconclusive; / = no result given; [ ] = another dose, or the depositor's remark. Unless noted, calls come from the whole dose curve; as a rule, active = well fitted curve in the direction sought with a large enough effect; inconclusive = small, poorly fitted or top-dose-only effect, or another doubt; inactive = no such curve, though single readings can be large; an effect the other way counts as inactive or inconclusive.

1	OC(COc1ccc(OCC(O)CN2CCCCC2)cc1)CN1CCCCC1 (stereo not drawn)
2	CC(C)(C)C(=O)NC(=O)Nc1ccccc1C(F)(F)F
3	CCCCN(Cc1ccccc1)S(=O)(=O)c1cc(Br)cc2c1N(C(C)=O)CC2
4	COc1cc(C(=O)OCC(=O)N(CC(C)C)C2CCS(=O)(=O)C2)cc(OC)c1C (stereo not drawn)
5	C[C@H](CO)N1C[C@H](C)[C@@H](CN(C)S(=O)(=O)c2ccccc2)Oc2c(NC(=O)NC3CCCCC3)cccc2C1=O
6	Cc1cccc(C)c1OCC(=O)Nc1c(C(=O)c2ccc(Br)cc2)oc2ccccc12
7	O=C(NCCN1C(=O)S/C(=C\c2ccc(Cl)cc2Cl)C1=O)C1=COCCO1
8	O=C(Nc1cccc(C(F)(F)F)c1)C1=CC=CN2CCS(=O)(=O)N=C12
assay / entry | 1 | 2 | 3 | 4 | 5 | 6 | 7 | 8
Mm-Cpn inhibitor | 1% | 0% | / | -3% | -1% | / | 1% | 1%
Akt phos inh | i | i | / | i | i | / | i | i
Abeta rescue | -24% | 12% | -4% | -13% | -4% | -20% | 7% | -9%
CCT modulator | -2.6 | 3.9 | / | 0.0 | -1.9 | / | -3.4 | -0.8
Nrf2 block | 3% | 4% | 0%[9.27 µM] | 7% | 2% | 5% | -15% | -15%
A549 tox | ? | 2% | 0% | -1% | -6% | 1% | -3% | 7%
Nrf2 activator | 2.3% | 1.9% | -0.8% | -0.9% | 0.7% | 1.4% | 5.6% | 5.9%
TGFb SMAD3 inh | 1% | -2% | -20% | -7% | 0% | 2% | -9% | 17%
HepG2 tox | 0% | -1% | -100% | -2% | -4% | 1% | -45% | 1%

9	COCCNC(=O)CSc1nc2cc(OC)c(OC)cc2c(=O)n1CCc1ccc(S(N)(=O)=O)cc1
10	COC(=O)C1=C(C(=O)c2ccccc2)C(c2cccs2)n2nnnc2N1 (stereo not drawn)
11	CSc1cc(CS(=O)(=O)c2ccccc2)nc(-c2ccccc2)n1
12	COC(=O)Cc1c(C)c2ccc(O)c(CNCc3ccc(OC)c(OC)c3)c2oc1=O
13	COc1ccc(C(=O)N/C(=C\c2cn(C)c3ccccc23)C(=O)NCCCn2ccnc2)cc1OC
14	Cc1cc(-c2ccccc2)nc(N(C)C)c1S(C)(=O)=O
15	Cc1cccc(C)c1NCc1nnc(SCC(=O)Nc2nc(-c3ccccc3)cs2)n1-c1ccccc1
16	CCN(CC)CCCN=C(N)N
assay / entry | 9 | 10 | 11 | 12 | 13 | 14 | 15 | 16
Mm-Cpn inhibitor | 0% | 0% | 1% | -9% | -3% | -1% | -4% | 1%
Akt phos inh | i | i | i | i | i | i | i | i
Abeta rescue | 4% | -2% | 1% | -11% | 6% | -13% | 17% | 1%
CCT modulator | -0.9 | 2.7 | -2.5 | 1.6 | 1.3 | -0.8 | 0.6 | -0.1
Nrf2 block | 8% | 3% | -1% | -4% | 9% | 9% | 6% | 18%
A549 tox | -1% | ? | 5% | ? | 5% | 2% | 2% | 0%
Nrf2 activator | -0.4% | 0.3% | 0.2% | -0.2% | -0.6% | 0.1% | 0.0% | 0.0%
TGFb SMAD3 inh | 2% | 0% | -4% | -8% | 5% | -1% | -17% | 1%
HepG2 tox | 1% | 2% | -2% | -11% | 4% | -9% | -7% | 7%

Sorted by count of non-hydrogen atoms (highest first): some entries from above.
15	Cc1cccc(C)c1NCc1nnc(SCC(=O)Nc2nc(-c3ccccc3)cs2)n1-c1ccccc1
13	COc1ccc(C(=O)N/C(=C\c2cn(C)c3ccccc23)C(=O)NCCCn2ccnc2)cc1OC
12	COC(=O)Cc1c(C)c2ccc(O)c(CNCc3ccc(OC)c(OC)c3)c2oc1=O
7	O=C(NCCN1C(=O)S/C(=C\c2ccc(Cl)cc2Cl)C1=O)C1=COCCO1
8	O=C(Nc1cccc(C(F)(F)F)c1)C1=CC=CN2CCS(=O)(=O)N=C12
11	CSc1cc(CS(=O)(=O)c2ccccc2)nc(-c2ccccc2)n1
14	Cc1cc(-c2ccccc2)nc(N(C)C)c1S(C)(=O)=O
assay / entry | 15 | 13 | 12 | 7 | 8 | 11 | 14
Mm-Cpn inhibitor | -4% | -3% | -9% | 1% | 1% | 1% | -1%
Akt phos inh | i | i | i | i | i | i | i
Abeta rescue | 17% | 6% | -11% | 7% | -9% | 1% | -13%
CCT modulator | 0.6 | 1.3 | 1.6 | -3.4 | -0.8 | -2.5 | -0.8
Nrf2 block | 6% | 9% | -4% | -15% | -15% | -1% | 9%
A549 tox | 2% | 5% | ? | -3% | 7% | 5% | 2%
Nrf2 activator | 0.0% | -0.6% | -0.2% | 5.6% | 5.9% | 0.2% | 0.1%
TGFb SMAD3 inh | -17% | 5% | -8% | -9% | 17% | -4% | -1%
HepG2 tox | -7% | 4% | -11% | -45% | 1% | -2% | -9%

Later entries:
17	O=C(Nc1ccc2c(c1)OCCO2)c1ccc(Cl)c(S(=O)(=O)N2CCOCC2)c1
18	CN(C)c1ccc(NC(=O)CSc2nc3ccccc3c(=O)n2CC2CCCO2)cc1 (stereo not drawn)
19	COc1ccc(C)cc1S(=O)(=O)n1cnc2ccccc21
20	CCOc1ccccc1CNC(=O)CCC(=O)N1CCSc2ccccc21
21	O=C(O)c1ccccc1Sc1ncnc2sccc12
22	CS(=O)(=O)N(Cc1ccc(C(=O)Nc2ccccc2Sc2ccccc2)cc1)c1ccccc1
23	Cc1nnc(NCCO)c2ccccc12
24	O=S(=O)(c1cccc(-c2csc(-c3cccnc3)n2)c1)N1CCCCC1
assay / entry | 17 | 18 | 19 | 20 | 21 | 22 | 23 | 24
Mm-Cpn inhibitor | -1% | 1% | -2% | / | 1% | -5% | -12% | -5%
Akt phos inh | i | i | i | / | i | i | i | i
Abeta rescue | 16% | -15% | -9% | 3% | 12% | 17% | -20% | 6%
CCT modulator | 0.6 | 0.5 | 1.5 | / | -0.7 | -0.3 | 1.5 | -1.5
Nrf2 block | -13% | 1% | 7% | 4% | 0% | ? | -3% | /
A549 tox | -14% | -3% | -1% | 2% | 0% | -10% | 14% | 3%
Nrf2 activator | 0.8% | 0.1% | -0.6% | 6.8% | 3.1% | 3.1% | 0.0% | 0.3%
TGFb SMAD3 inh | -32% | 14% | 6% | ? | 2% | ? | 6% | 25%
HepG2 tox | 0% | 6% | 2% | -20% | 0% | -38% | 12% | 13%

25	COc1ccc(-c2nn(C)c(=O)c3ccccc23)cc1CNC(=O)C1CCCCC1
26	CC(C)Oc1cc(F)ccc1-c1cc(C(=O)NCCCn2ccnc2)[nH]n1
27	Brc1ccc(CSc2nnc3ccccn23)cc1
28	O=C(CCS(=O)(=O)c1ccccc1)OCC(=O)N1CCN(S(=O)(=O)c2ccc(Cl)cc2)CC1
29	CCOc1ccc2cc(S(=O)(=O)N3CCOCC3)ccc2c1
30	CCn1nnc(-c2ccccc2NC(=O)c2cc(OC)c(OC)c(OC)c2)n1
31	COc1ccc(OC)c(C2C(C(C)=O)=C(O)C(=O)N2c2ccc(F)cc2)c1 (stereo not drawn)
32	CC(C)(O[C@@H]1O[C@H](CO)[C@@H](O)[C@H](O)[C@H]1O)[C@@H]1CC=C(C(=O)O)CC1
assay / entry | 25 | 26 | 27 | 28 | 29 | 30 | 31 | 32
Mm-Cpn inhibitor | 4% | / | 0% | 0% | ? | 0% | -1% | 2%
Akt phos inh | i | i | i | i | i | i | i | i
Abeta rescue | 11% | -24% | -7% | -6% | -7% | 5% | 30% | -2%
CCT modulator | 1.8 | -0.7 | -1.6 | -4.3 | 0.5 | -1.3 | -0.5 | 1.3
Nrf2 block | -41% | / | 3% | 4% | -1% | ? | -2% | 3%
A549 tox | -7% | / | 2% | 2% | -7% | -9% | 6% | -5%
Nrf2 activator | -0.8% | 0.1% | -0.9% | 0.1% | 2.1% | -0.2% | 0.5% | -0.9%
TGFb SMAD3 inh | -5% | 3% | 0% | 31% | -1% | ? | 21% | 8%
HepG2 tox | 4% | -18% | -6% | -57% | -19% | 0% | -25% | -14%

33	O=C(COC(=O)c1cnccn1)c1ccc(Br)cc1
34	COc1ccc([C@H]2N[C@]3(CCCN(Cc4ccc(Br)cc4)C3=O)[C@H]3C(=O)N(C)C(=O)[C@@H]23)cc1
35	Cc1ccc(S(=O)(=O)NC2=NCN(CC(=O)O)CN2)cc1
36	O=c1nccc(SCc2ccc(Cl)cc2Cl)[nH]1
37	O=C1Nc2ccccc2/C1=C\c1cccn1-c1ccc(OC(F)(F)F)cc1
38	COc1ccc(OCC(=O)Nc2ccc(NC(=O)c3cccs3)cc2)cc1
39	CC(=O)Nc1ccc(S(=O)(=O)Nc2nccs2)cc1
assay / entry | 33 | 34 | 35 | 36 | 37 | 38 | 39
Mm-Cpn inhibitor | -1% | / | 3% | 1% | 1% | 0% | 0%
Akt phos inh | i | i | i | i | i | i | i
Abeta rescue | -8% | -5% | 2% | 17% | -9% | -8% | 2%
CCT modulator | 0.6 | -0.2 | 0.5 | -0.1 | -2.9 | 3.1 | -1.1
Nrf2 block | 2% | / | ? | -18% | ? | ? | 7%
A549 tox | 1% | / | 0% | 0% | -19% | -1% | -2%
Nrf2 activator | -0.7% | -0.2% | -0.3% | 0.0% | 7.5% | -0.5% | 0.2%
TGFb SMAD3 inh | 16% | 12% | 12% | -14% | ? | 9% | 0%
HepG2 tox | -21% | -1% | 14% | -16% | -57% | -1% | 4%

Source: PubChem BioAssay
